GDH-TPI inh – GDH-TPI coupling enzyme inhibitors, primary screen, artefact control for M. tuberculosis FBA inhibitor project, biochemical, absorbance, full deck; hit rate 1.2% among 360,000; AID 588335, 2011; GDH-TPI coupled enzyme counterscreen, NADH absorbance; inhibition, % at 4.8 µM; in the data active = inhibition above about 30%;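 note: 0% = DMSO wells and 100% = wells lacking the enzyme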
FBA Mtb inh – Mtb FBA enzyme inhibitors, primary screen, biochemical, fluorescence, strain H37Rv | Fructose-bisphosphate aldolase (Mycobacterium tuberculosis (strain ATCC 25618 / H37Rv)), … | purified M. tuberculosis FBA, fluorescence read-out | inhibition, % at 1 µM | hit rate 2.3% among 360,000; in the data active = inhibition above about 27%;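 note: 0% = vehicle and 100% = reference inhibitor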
Target sequence (P9WQA3 whole entry, looked up): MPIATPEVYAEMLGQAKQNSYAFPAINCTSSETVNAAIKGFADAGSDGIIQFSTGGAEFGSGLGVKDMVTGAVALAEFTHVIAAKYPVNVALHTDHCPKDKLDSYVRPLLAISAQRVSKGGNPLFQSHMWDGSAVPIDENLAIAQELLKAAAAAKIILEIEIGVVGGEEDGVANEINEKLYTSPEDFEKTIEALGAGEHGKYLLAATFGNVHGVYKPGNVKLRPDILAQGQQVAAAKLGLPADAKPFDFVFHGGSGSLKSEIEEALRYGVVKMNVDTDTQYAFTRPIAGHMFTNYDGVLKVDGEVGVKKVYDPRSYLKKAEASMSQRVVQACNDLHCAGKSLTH
TcdB GH inh – TcdB glycohydrolase inhibitors, primary screen, biochemical, single point, plate reader; TcdB glycohydrolase enzymatic assay; inhibition, % at 9.99 µM; hit rate 0.24% among 350,000; AID 652162, 2013; in the data active = inhibition above about 10%
BH1578 lux ind – inducers of Vibrio cholerae quorum light production without autoinducers, primary screen, BH1578 luxS cqsA deficient, single point; V. cholerae BH1578 lux reporter, luminescence, 6 h; activation, % at 18.7 µM; hit rate 0.16% among 350,000; AID 588436, 2011; in the data active = activation mostly above about 9.7%, no sharp cut-off; note: not every result past the cut was called active; inactives centre near 0; reference of the scale not given here
Mtb UGM inh – M. tuberculosis UGM enzyme inhibitors, primary screen, biochemical, fluorescence polarization, single point; purified UGM, fluorescence polarization probe displacement; inhibition, % at 10 µM; hit rate 0.06% among 320,000; in the data active = inhibition above about 10%, passing the limit was not always enough
Target sequence (P9WIQ1 whole entry, looked up): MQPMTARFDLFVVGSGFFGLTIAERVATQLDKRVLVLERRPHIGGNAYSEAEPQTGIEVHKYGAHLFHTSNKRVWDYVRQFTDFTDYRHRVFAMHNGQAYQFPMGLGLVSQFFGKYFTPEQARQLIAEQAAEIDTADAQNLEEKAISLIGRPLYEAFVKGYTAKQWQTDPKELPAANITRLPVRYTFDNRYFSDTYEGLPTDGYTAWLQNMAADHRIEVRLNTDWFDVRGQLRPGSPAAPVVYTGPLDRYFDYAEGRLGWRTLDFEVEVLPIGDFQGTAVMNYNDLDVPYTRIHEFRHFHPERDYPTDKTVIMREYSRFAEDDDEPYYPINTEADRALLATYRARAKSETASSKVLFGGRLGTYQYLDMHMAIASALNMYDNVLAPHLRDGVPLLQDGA
Yp Topo-I inh – Yersinia pestis topoisomerase I inhibitors, primary screen, biochemical, cleavage product accumulation, plate reader, single point. DNA topoisomerase I (Yersinia pestis CO92). activity, % at 10 µM. hit rate 0.064% among 360,000. Y. pestis Topo-I cleavage product accumulation; in the data active = activity above about 50%, passing the limit was not always enough; note: inactives centre near 2
PfHsp40 yeast – rescue of yeast from PfHsp40 toxicity, primary screen, S. cerevisiae, ATP luminescence; growth rescue, % at 12.5 µM; S. cerevisiae expressing PfHsp40, growth rescue; hit rate 0.68% among 340,000; in the data active = growth rescue above about 28%, passing the limit was not always enough;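 note: yeast W303a lacking pdr1 and pdr3 grown in galactose medium; growth measured after three days at 30 °C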
FadD28 binding – inhibitors of FadD28 bisubstrate probe binding, primary screen, biochemical, fluorescence polarization, single point; Mycobacterium tuberculosis FadD28 fatty-acid-AMP ligase; inhibition, % at 12.5 µM; hit rate 0.22% among 360,000; AID 588549, 2011; in the data active = inhibition above about 8.5%, passing the limit was not always enough
BioA inh – M. tuberculosis BioA enzyme inhibitors, primary screen, biochemical, plate reader, single point, HTS | 7,8-diaminopelargonic acid synthase BioA (Mycobacterium tuberculosis) | purified M. tuberculosis BioA enzyme | inhibition, % at 9.99 µM | hit rate 0.096% among 360,000; in the data active = inhibition above about 40%
* = called active by the depositor; i = inactive; . = not tested or not shown. Not a hit list; any-hit rate near 4.6%.

1) O=S(=O)(c1ccccc1C(F)(F)F)N1CCOCC1
2) CCOc1ccc(S(=O)(=O)NCc2ccc3c(c2)OCO3)cc1NC(C)=O
3) COc1ccc(CCNC(=O)CSc2nc3[nH]ncc3c(=O)n2-c2ccccc2OC)cc1OC
4) Cc1cc(C)c2c(CN3CCCCCCC3)cc(=O)oc2c1
5) Cn1c(=O)oc2cc(S(=O)(=O)NCCN3CCCCCC3)ccc21
6) O=C(Cc1ccccc1)NCC(=O)N/N=C/c1ccc(Cl)cc1
7) COc1ccc(OC)c(C2C(C(C)=O)=C(O)C(=O)N2c2ccc(O)cc2)c1 (stereo unspecified)
8) O=[N+]([O-])c1cccc(/C([O-])=C(/C(=S)Nc2ccccc2F)[n+]2ccccc2)c1

assay / entry,1,2,3,4,5,6,7,8
GDH-TPI inh,-2,11,-6,.,-16,3,23,-1
FBA Mtb inh,2,-1,-1,2,-2,1,-1,-8
TcdB GH inh,.,-0.4,0.7,0.9,.,0.0,.,-0.3
BH1578 lux ind,-2.1,2.0,-0.2,.,-1.4,i,0.5,-0.7
Mtb UGM inh,1.4,-2.1,0.4,.,0.8,-2.6,0.6,-0.4
Yp Topo-I inh,5,17,4,.,-4,0,-1,-10
PfHsp40 yeast,-0.2,-0.8,0.6,.,-1.0,-1.4,0.1,2.3
FadD28 binding,-0.1,-0.3,-4.1,-0.8,-4.2,-1.0,-4.0,-2.0
BioA inh,0.5,-1.3,.,1.2,-0.1,.,.,.

9) CCN1C(=O)[C@H]2[C@@H](c3ccc(OC)cc3)N3C(=O)CN(CCOC)C(=O)[C@@]3(Cc3ccccc3)[C@H]2C1=O
10) CC(C)CCN1CCN(Cc2ccc(C(F)(F)F)cc2)CC1CCO (stereo unspecified)
11) CC(NC(=O)c1ccccc1OC(F)F)c1ccc(-n2ccnc2)cc1 (stereo unspecified)
12) c1ccc(CCNc2nc3ccccc3s2)cc1
13) Cc1ccc(S(=O)(=O)N2CCOCC2)cc1C(=O)Nc1ccccc1F
14) O=C(CSc1ccc(-c2ccc(F)cc2)nn1)Nc1ccc2c(c1)OCCO2
15) COc1ccc(NC(=O)Cc2ccsc2)cc1S(=O)(=O)N1CCOCC1
16) O=[N+]([O-])c1ccc(N/N=C/c2cn(Cc3ccc(F)cc3)c3ccccc23)nc1

assay / entry,9,10,11,12,13,14,15,16
GDH-TPI inh,-12,8,-4,14,-2,-4,9,9
FBA Mtb inh,-1,0,0,-1,-2,0,0,-3
TcdB GH inh,0.6,-0.7,-0.5,.,2.4,.,1.4,.
BH1578 lux ind,i,-0.7,2.3,-0.3,i,i,-1.3,-0.2
Mtb UGM inh,-0.7,-0.2,0.4,-0.5,-2.5,1.5,1.5,0.3
Yp Topo-I inh,-3,-3,5,1,-4,21,12,-12
PfHsp40 yeast,-1.5,-1.4,-2.0,-1.5,-0.8,-0.4,-1.0,-1.0
FadD28 binding,-3.0,-3.4,-1.3,-3.4,-3.8,-1.0,-2.3,-4.4
BioA inh,-1.4,.,2.7,0.4,0.3,.,-2.0,.

17) CN(C)S(=O)(=O)c1ccc(C(=O)Nc2nc(-c3cc4ccccc4o3)cs2)cc1
18) COc1ccc(C2CC(=O)NC(=O)C2)cc1
19) COc1ccccc1-n1cc(C(=O)NCC(=O)N2CCN(Cc3ccccc3)CC2)c2ccccc2c1=O
20) O=C(NC1=NCCS1)c1cc(-c2ccccc2)nn1-c1ccccc1
21) Cc1nn(CC(=O)NC(=O)NC2CCCC(C)C2C)c(=O)c(C#N)c1C (stereo unspecified)
22) C=CCNC(=O)CN1C(=O)CSc2ccc(S(=O)(=O)N3CCOCC3)cc21
23) COc1ccccc1Nc1nn2c(=O)c3ccc(C(=O)N4CCCC(C)C4)cc3nc2s1 (stereo unspecified)
24) COc1cccc2cc(/C(=N/O)c3ccc(Br)cc3)oc12

assay / entry,17,18,19,20,21,22,23,24
GDH-TPI inh,14,5,9,8,1,-13,25,0
FBA Mtb inh,10,0,2,-5,1,-1,2,-1
TcdB GH inh,0.2,-0.2,0.9,.,0.6,-0.2,0.9,-7.0
BH1578 lux ind,0.4,-1.2,i,i,-2.9,-0.3,-0.3,i
Mtb UGM inh,-0.4,0.6,-0.9,-0.1,-3.9,.,-2.2,-0.8
Yp Topo-I inh,2,2,1,6,6,3,12,14
PfHsp40 yeast,-1.4,0.5,-1.2,-0.4,-0.3,.,0.8,-0.6
FadD28 binding,-1.7,0.9,-0.5,-3.7,-0.6,-3.9,.,-1.2
BioA inh,-0.9,-0.4,.,-1.1,.,0.7,-8.0,.

25) O=C(NCc1cccnc1)C1CCN(S(=O)(=O)c2cccs2)CC1
26) S=C(c1ccc(N2CCOCC2)cc1)N1CCCCC1
27) O=C1CC(c2ccco2)CC(O)=C1C=NCCN1CCN(C2CC(=O)N(c3ccccc3)C2=O)CC1 (stereo unspecified)
28) Cc1ccccc1NC(=S)N(C)Cc1cccs1
29) CCN(CC)C(=O)c1cccc(-c2csc(C(O)c3ccc(F)c(OC)c3)n2)c1 (stereo unspecified)
30) Oc1ccc(Cl)cc1Sc1cc(Cl)ccc1O
31) O=C(OCc1cn([C@@H]2C[C@H](c3ccc(Cl)cc3)N(CC3CCCCC3)C[C@H]2O)nn1)c1ccccc1
32) CC1CCCN(C(=O)CCCNC(=O)c2ccc(Cl)cc2)C1 (stereo unspecified)

assay / entry,25,26,27,28,29,30,31,32
GDH-TPI inh,11,11,1,-12,5,10,-14,0
FBA Mtb inh,-2,2,-2,0,2,-2,-1,5
TcdB GH inh,.,.,.,.,0.4,2.6,0.2,1.1
BH1578 lux ind,-0.7,20*,-0.1,i,-0.1,i,-0.6,i
Mtb UGM inh,3.1,0.1,.,-1.7,.,.,.,-0.5
Yp Topo-I inh,6,1,-5,5,20,-10,5,1
PfHsp40 yeast,0.4,-0.1,-1.9,-0.7,.,0.5,.,0.5
FadD28 binding,-0.2,0.6,1.3,-3.8,-0.6,-4.9,-5.0,0.4
BioA inh,.,1.1,-1.7,0.6,1.7,10,-1.2,-1.4

33) CC(O)(c1ccccc1)c1nc(-c2ccc(S(C)(=O)=O)cc2)cs1 (stereo unspecified)
34) CC1(C)CC(NC(=O)CCc2nnc(CCCCc3ccccc3)o2)CCO1 (stereo unspecified)
35) CC(=O)Nc1ccc(NC(=O)CCCN2C(=O)C(c3ccccc3)Oc3cccnc32)cc1 (stereo unspecified)
36) NS(=O)(=O)c1cccc(NC(=O)COC(=O)Cn2cc(C(F)(F)F)ccc2=O)c1
37) Nc1nnc(SC2CCCC2)s1
38) CCOC(=O)[C@H]1[C@H]2COc3ccccc3[C@@H]2N2C(=O)c3cc(F)ccc3NC(=O)[C@@]12C
39) Cc1ccccc1OP(N)(=O)Oc1ccccc1C
40) CCCn1c(=O)c2ccccc2n2c(SCCOc3ccc(C)cc3)nnc12

assay / entry,33,34,35,36,37,38,39,40
GDH-TPI inh,1,-7,-1,-1,-3,-2,-1,-4
FBA Mtb inh,-1,-2,0,-2,-2,3,3,1
TcdB GH inh,0.5,-0.7,0.0,-0.1,-0.1,6.9,0.8,1.3
BH1578 lux ind,-0.6,i,0.8,2.6,-0.3,i,i,i
Mtb UGM inh,.,0.2,.,-2.4,4.6,-1.9,-1.3,0.9
Yp Topo-I inh,-3,-6,-9,4,-5,3,2,3
PfHsp40 yeast,.,-0.9,.,0.9,-0.6,1.0,0.4,0.9
FadD28 binding,-4.2,-2.0,-3.3,.,-4.9,-2.5,-0.3,-2.0
BioA inh,-0.2,.,0.2,0.0,-0.2,0.0,.,0.2

41) CC1c2cc3c(cc2CCN1C(=O)c1cccc(Cl)c1)OCCCO3 (stereo unspecified)
42) COc1ccccc1NC(=O)/C(C#N)=C/c1cc([N+](=O)[O-])ccc1N1CCCC1
43) CC(C)Oc1ccc(C(=O)Nc2nc3ccccc3[nH]2)cc1
44) COc1ccc(Cl)cc1NS(=O)(=O)c1cccc(C(=O)NC2CCC(O)CC2)c1 (stereo unspecified)
45) COc1ccc(Cn2nnc3c(=O)[nH]c(C4CCCN(C(=O)c5ccccc5)C4)nc32)cc1 (stereo unspecified)
46) O=C(COC(=O)CCNS(=O)(=O)c1ccccc1)NC1CC1
47) COc1ccccc1CC(=O)NC1CCN(Cc2ccccc2)CC1
48) O=C(Nc1nc(-c2cc(F)ccc2F)cs1)c1ccccn1

assay / entry,41,42,43,44,45,46,47,48
GDH-TPI inh,-4,6,2,-3,19,4,-9,13
FBA Mtb inh,-2,-2,1,-4,3,2,-1,0
TcdB GH inh,2.8,-2.0,0.1,-1.0,-1.5,2.3,0.8,0.8
BH1578 lux ind,-0.7,-0.1,-0.2,-19,-0.3,i,1.4,-1.0
Mtb UGM inh,-2.1,1.3,0.5,0.9,0.1,0.9,-1.6,0.3
Yp Topo-I inh,20,3,-5,-1,28,8,5,1
PfHsp40 yeast,0.6,-0.2,0.3,-0.2,0.0,-0.3,-0.7,0.5
FadD28 binding,-2.6,-4.5,-2.9,-6.5,-0.8,-1.3,-3.0,-0.9
BioA inh,4.4,.,2.8,-1.1,6.0,-1.5,21,.

49) COc1cc(OC)cc(C(=O)NCC(=O)NCc2ccccn2)c1
50) COc1ccccc1NC(=O)Cn1nnc(-c2ccccc2NC(=O)c2cccs2)n1
51) O=C(Nc1cccc(Cl)c1)c1cc(S(=O)(=O)N2CCOCC2)cs1
52) Cc1cc(C)cc(N(CC(=O)NC2CCCCC2)C(=O)c2ccc(C)s2)c1
53) CCOc1ccc(N2C(=O)CC(NCCc3ccc(S(N)(=O)=O)cc3)C2=O)cc1 (stereo unspecified)
54) O=C(NCc1ccc2c(c1)OCO2)c1ccc(-n2cnnn2)cc1
55) COc1nc(N)c(C#N)c(-c2ccc(N(C)CCC#N)cc2)c1C#N
56) O=C(Cc1c[nH]c2ccccc12)NC1(C(=O)NC2CCCCC2)CCCCC1
57) CC1(C)C2CC[C@]3(C)C(CC=C4[C@@H]5C[C@@](C)(CO)[C@@H](O)C[C@]56C[C@@H](OC6=O)[C@]43C)[C@@]2(C)CC[C@@H]1O (stereo partly specified)
58) Cc1ccc(NC(=O)CSCC(=O)N2CCN(Cc3ccc4c(c3)OCO4)CC2)cc1
59) Cc1cccc(C(=O)OC(C)CN2CCOCC2)c1 (stereo unspecified)

assay / entry,49,50,51,52,53,54,55,56,57,58,59
GDH-TPI inh,-5,-11,-7,-8,-4,2,9,5,2,2,-4
FBA Mtb inh,1,-4,0,-3,3,0,15,4,3,-2,-1
TcdB GH inh,-0.5,.,-0.1,.,.,0.4,0.8,.,-0.6,-0.2,1.0
BH1578 lux ind,i,i,i,i,i,-0.2,0.3,-0.4,-0.5,-0.1,-1.3
Mtb UGM inh,0.0,-3.7,4.7,-1.2,0.4,-1.4,4.6,2.4,-1.8,1.0,2.1
Yp Topo-I inh,-5,7,-10,-3,-1,-1,3,1,1,40,5
PfHsp40 yeast,-1.7,-1.2,1.4,0.8,4.3,1.4,0.5,-0.9,-0.3,0.2,0.1
FadD28 binding,-4.4,-3.2,-8.9,-3.2,0.1,0.1,-2.1,-0.9,-1.4,-5.2,-3.2
BioA inh,0.3,-0.2,-0.3,-1.1,-2.6,.,-0.6,.,-0.7,0.8,-0.9

Gathered by group, the compounds so far containing a furan ring, fused or not (three)
17) CN(C)S(=O)(=O)c1ccc(C(=O)Nc2nc(-c3cc4ccccc4o3)cs2)cc1
24) COc1cccc2cc(/C(=N/O)c3ccc(Br)cc3)oc12
27) O=C1CC(c2ccco2)CC(O)=C1C=NCCN1CCN(C2CC(=O)N(c3ccccc3)C2=O)CC1 (stereo unspecified)

assay / entry,17,24,27
GDH-TPI inh,14,0,1
FBA Mtb inh,10,-1,-2
TcdB GH inh,0.2,-7.0,.
BH1578 lux ind,0.4,i,-0.1
Mtb UGM inh,-0.4,-0.8,.
Yp Topo-I inh,2,14,-5
PfHsp40 yeast,-1.4,-0.6,-1.9
FadD28 binding,-1.7,-1.2,1.3
BioA inh,-0.9,.,-1.7

High-throughput results as filed in PubChem.
